TDP2 absorb: TDP2 (human) inhibition, absorbance primary screen; O95551; recombinant TDP2, T5PNP hydrolysis, p-nitrophenol absorbance 415 nm; inhibition, % at 12.8 µM; 370,000 tested, 0.34% active; AID 720702;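 active = inhibition above the mean of all tested compounds plus 3 SD, set per campaign, cut at about 25% in these data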;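 also: 0% = DMSO with enzyme and 100% = buffer with substrate but no TDP2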
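test system = human TDP2 enzyme | input = TDP2 enzyme at 120 nM final | medium = 50 mM Tris-HCl pH 7.5 with Mg2+, KCl, DTT, BSA | also added = T5PNP substrate, 5 mM | times = 2 h at 37 °C | technique = epi absorbance | benchmarks = high control without enzyme, low control DMSO plus TDP2 | replication = each compound tested once, singlicate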
TCR-CD3 inh: blocks the human TCR-CD3 interaction. inhibition, % at 9.4 µM. TAMRA-labeled TCR probe fluorescence, biochemical. 360,000 tested, 0.37% active; in the data active = inhibition above about 19%;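 also: recombinant mutant TCR 2C K166C tagged with TAMRA read by polarization; 0% = receptor in buffer alone and 100% = receptor with positive control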
SIAE primary: blocks human sialic acid acetylesterase. Q9HAT2. SIAE FP-Rh probe binding, fluorescence polarization. inhibition, % at 9.66 µM. 370,000 tested, 0.69% active;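 active = inhibition above a cutoff: mean of compounds within the control limits plus 3 SD of those, cut at about 17% in these data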;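 also: 0% = plate median of compound wells and 100% = probe without SIAE protein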
LEDGF integ inh: blocks HIV-1 LEDGF/p75-dependent DNA integration; 370,000 tested, 0.64% active; inhibition, % at 3.7 µM; TR-FRET IN-LEDGF/p75 DNA integration, Eu/Cy5;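 active = inhibition above the screen-wide mean plus 3 SD, cut at about 13% in these data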;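 also: signal is the Cy5 over europium emission ratio at 671 and 618 nm; 0% = plate median of compound wells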
PG9 Ab binder: binds the HIV-1 gp120 antibody PG9 | TR-FRET gp120-PG9 antibody binding | inhibition, % at 6.7 µM | 360,000 tested, 0.43% active; in the data active = inhibition above about 8.5%
ABHD4 inh: ABHD4 (mouse) inhibition, primary FP screen; 370,000 tested, 0.54% active; purified mABHD4, FP-Rh probe fluorescence polarization; inhibition, % at 8.92 µM; Q8VD66; AID 720543;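 active = inhibition exceeding the mean over every tested compound plus 3 SD, cut at about 30% in these data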;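 also: 0% = plate median of compound wells and 100% = S159A mutant with DMSO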
Target sequence (Q8VD66 whole entry, looked up): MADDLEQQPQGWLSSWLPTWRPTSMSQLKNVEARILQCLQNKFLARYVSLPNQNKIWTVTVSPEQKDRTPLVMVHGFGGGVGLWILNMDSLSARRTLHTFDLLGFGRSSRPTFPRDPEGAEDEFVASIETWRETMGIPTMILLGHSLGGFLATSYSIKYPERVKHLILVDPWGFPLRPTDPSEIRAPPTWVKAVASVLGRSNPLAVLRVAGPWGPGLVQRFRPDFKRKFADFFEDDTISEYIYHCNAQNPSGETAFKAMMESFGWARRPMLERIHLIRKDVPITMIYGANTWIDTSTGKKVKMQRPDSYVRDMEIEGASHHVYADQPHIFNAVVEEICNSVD
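assay system = mABHD4 protein | compound dosing = single nominal dose of 8.92 µM, 0.89% DMSO final | read-out basis = percent inhibition of probe binding, normalized to plate controls | schedule = Enzyme–compound pre-incubation 45 min, then probe 60 min, both 25 °C | detection = fluorescence polarization, excitation 525 nm, emission 598 nm, BODIPY TMR filters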
UHRF1 MBD2 ctr: human UHRF1 methylated DNA binding inhibitors; inhibition, % at 4.4 µM; 370,000 tested, 0.75% active; UHRF1 binding to methylated oligo, TR-FRET; Q96T88; in the data active = inhibition above about 21%;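 also: UHRF1 SRA domain binding a hemimethylated CpG hairpin DNA probe; 0% = median of test compound wells and 100% = reference inhibitor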
PRMT1 inh: blocks human protein arginine methyltransferase 1; Q99873; recombinant PRMT1, activity-based probe fluorescence polarization; inhibition, % at 2.79 µM; 370,000 tested, 1.3% active;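 active = inhibition above about 21% made by adding two undisclosed values, limit read from the data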
DDE Tn7 FP inh: DD(E)-Tn7 binding inhibition, primary FP screen. P02675. FP displacement of FITC-Tn7 peptide from fibrin DD(E); 0% = median of compound wells per plate. inhibition, % at 8.3 µM. 370,000 tested, 0.13% active. AID 720508;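 active = inhibition above the mean of compounds falling within the control limits plus 3 SD of them, cut at about 14% in these data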;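 also: 0% = plate median of compound wells and 100% = 10 µM Aha-Tn7 peptide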
Target sequence (P02675 whole entry, looked up): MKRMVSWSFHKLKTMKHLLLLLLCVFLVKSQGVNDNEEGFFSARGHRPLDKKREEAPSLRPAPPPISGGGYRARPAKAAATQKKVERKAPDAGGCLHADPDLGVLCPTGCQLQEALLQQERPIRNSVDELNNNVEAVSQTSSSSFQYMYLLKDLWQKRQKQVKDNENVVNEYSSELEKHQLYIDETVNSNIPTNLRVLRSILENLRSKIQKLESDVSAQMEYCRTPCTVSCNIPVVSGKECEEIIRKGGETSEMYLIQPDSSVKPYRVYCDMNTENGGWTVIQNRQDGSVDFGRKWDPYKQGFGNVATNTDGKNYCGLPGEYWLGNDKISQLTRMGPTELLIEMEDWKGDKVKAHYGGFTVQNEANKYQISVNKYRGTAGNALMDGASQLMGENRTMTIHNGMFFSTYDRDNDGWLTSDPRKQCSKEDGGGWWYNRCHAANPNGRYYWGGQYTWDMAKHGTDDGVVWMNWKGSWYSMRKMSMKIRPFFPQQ
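Test system: human clot-derived fibrin DD(E) complex / Quantity: 2 µM final DD(E) protein / Incubation: 10 min plus 3 h, room temperature / Measured by: fluorescence polarization / Benchmarks: high control of 10 µM Aha-Tn7 peptide / Replicates: singlicate testing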
HTRA1 inh: blocks human HTRA1 serine peptidase. Q92743. recombinant HTRA1, FP-rhodamine activity-based probe, fluorescence polarization. inhibition, % at 5.96 µM. 340,000 tested, 0.5% active; in the data active = inhibition above about 36%;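 also: 0% = enzyme with DMSO and 100% = wells lacking enzyme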
The depositor's hits bear a star; / = not tested or not shown.

Preview:
item	Compound	TDP2 absorb	TCR-CD3 inh	SIAE primary	LEDGF integ inh	PG9 Ab binder	ABHD4 inh	UHRF1 MBD2 ctr	PRMT1 inh	DDE Tn7 FP inh	HTRA1 inh
1	CCOc1cccc2cc(C(C)=O)oc12	-11	-7	10	5	-1.5	-2	-1	-8	3	-1
2	Cn1c(/C=C/c2ccccc2[N+](=O)[O-])nc2ccccc2c1=O	2	-4	1	4	0.7	-3	-5	-3	-5	-1

The listing (from the top)
item	Compound	TDP2 absorb	TCR-CD3 inh	SIAE primary	LEDGF integ inh	PG9 Ab binder	ABHD4 inh	UHRF1 MBD2 ctr	PRMT1 inh	DDE Tn7 FP inh	HTRA1 inh
1	CCOc1cccc2cc(C(C)=O)oc12	-11	-7	10	5	-1.5	-2	-1	-8	3	-1
2	Cn1c(/C=C/c2ccccc2[N+](=O)[O-])nc2ccccc2c1=O	2	-4	1	4	0.7	-3	-5	-3	-5	-1
3	CC(C)c1cc(C(=O)OCC(=O)N2CCN(C(=O)c3ccco3)CC2)c(O)c(C(C)C)c1	-16	-1	-1	3	-2.5	-16	1	-3	-3	-10
4	Cc1ccc(OCc2nnc(SCC(=O)N3C(C)CCCC3C)o2)cc1 (centres undefined)	-6	-11	1	0	0.8	-1	0	6	3	1
5	CCOc1ccc(N/C=C/C(=O)c2ccc(OC)cc2)cc1	12	6	10	2	-1.5	-5	0	-3	-7	-3
6	CSc1ncccc1C(=O)N1CCN(S(=O)(=O)c2cc(C)ccc2C)CC1	9	3	8	1	-0.4	-3	1	2	-3	-3
7	CC(=O)Oc1ccc(OC(C)=O)c2c1CC(C)=C(C)C2	15	6	10	-2	-2.6	-3	-1	0	1	0
8	NC(=O)COc1ccc2oc(-c3ccccc3)cc(=O)c2c1	14	2	-4	2	-0.9	1	-2	-3	-4	1
9	CC(C)Oc1ccccc1OCCCOc1cccc2cccnc12	0	6	-4	3	-2.2	-1	1	-3	-6	-6
10	Clc1ccc(OCCCNCc2ccccc2)c2ccccc12	-1	6	3	8	-2.7	26	0	0	-3	-13
11	COc1ccccc1N1CCN(C(=O)CCNS(=O)(=O)c2cc(Br)cnc2N)CC1	-3	0	-1	-2	1.5	6	0	4	8	1
12	S=c1nc(-c2cc(Cl)ccc2Cl)[nH][nH]1	-7	3	0	-3	5.8	-25	-1	56*	4	0
13	COc1ccc(C(CNC(=O)CNC(=O)c2ccccc2)N2CCCC2)cc1 (centres undefined)	12	1	2	-5	2.5	4	2	-2	1	2
14	Cc1ccc(C(=O)OC(C)CN2C(C)CCCC2C)cc1 (centres undefined)	-9	-3	0	0	1.6	-1	2	2	4	-4
15	CC(=O)c1ccc(N(C(=O)CNC(=O)c2ccco2)C(C(=O)NC2CCCC2)c2ccc(C)o2)cc1 (centres undefined)	-2	1	1	-2	-0.9	6	-1	3	0	-5
16	c1ccc2c(NC3CCCC3)nnc(NC3CCCC3)c2c1	-7	-1	4	4	-1.8	-13	7	-2	7	-2
17	COc1ccc(-c2cc(C#N)nc(N3CCN(c4ccccc4)CC3)n2)cc1	3	0	9	-4	-2.3	3	-1	-3	-8	2
18	O=S1(=O)C=C(SCc2ccc(F)cc2)Nc2ccccc21	-1	-6	-1	-4	-0.8	5	0	6	-5	-7
19	COc1cccc(-c2noc(CCC(=O)NCC3CCCO3)n2)c1 (centres undefined)	5	-3	2	-1	0.1	5	-1	2	7	0
20	O=C(Cn1nc(CNc2ccc(Cl)cc2)[n+]2c1CCCCC2)c1ccc(Br)cc1	-4	-11	4	-1	1.5	11	4	1	4	12
21	CCCCCn1c(N(C)Cc2ccccc2)nc2c1c(=O)[nH]c(=O)n2C	-3	-7	1	-1	-0.3	5	-1	8	8	1
22	Cc1ccc(C(=O)CSc2nc3c([nH]2)c(=O)n(C)c(=O)n3C)cc1	0	-3	-2	-2	-0.7	6	4	5	0	-3
23	Cc1ccc(S(=O)(=O)N2CCOCC2)cc1NC(=O)CNCc1cccnc1	19	6	5	5	0.3	17	1	-3	6	-2
24	CCOC(=O)/C=C1\CC(=O)Nc2nonc2N1	1	7	1	-1	-2.0	3	2	5	7	2
25	C=CCNC(=S)NNC(=O)COc1ccc2cc(Br)ccc2c1	3	-6	-1	0	6.2	-6	1	12	-3	-25

Quoted at random: 2 records from the list.
item	Compound	TDP2 absorb	TCR-CD3 inh	SIAE primary	LEDGF integ inh	PG9 Ab binder	ABHD4 inh	UHRF1 MBD2 ctr	PRMT1 inh	DDE Tn7 FP inh	HTRA1 inh
23	Cc1ccc(S(=O)(=O)N2CCOCC2)cc1NC(=O)CNCc1cccnc1	19	6	5	5	0.3	17	1	-3	6	-2
14	Cc1ccc(C(=O)OC(C)CN2C(C)CCCC2C)cc1 (centres undefined)	-9	-3	0	0	1.6	-1	2	2	4	-4

Additional records
item	Compound	TDP2 absorb	TCR-CD3 inh	SIAE primary	LEDGF integ inh	PG9 Ab binder	ABHD4 inh	UHRF1 MBD2 ctr	PRMT1 inh	DDE Tn7 FP inh	HTRA1 inh
26	NC(=O)CN1CCN(C(=O)Nc2ccccc2)CC1	-1	4	1	1	0.0	-5	0	1	-3	-1
27	Cc1cc(C)c2c(=O)[nH]c(SCC(=O)Nc3ccc(Br)cc3)nc2n1	-16	-4	-4	-2	1.3	-12	7	5	3	-1
28	C#CCn1cc(C=C2C(=O)c3ccccc3C2=O)c2ccccc21	-1	6	-5	-3	-2.2	15	-2	-2	0	-4
29	COC(=O)[C@]12C[C@H](CC(=O)NCc3ccc(OC)c(OC)c3)C(=O)N(Cc3ccco3)C1=C[C@H](COCc1ccccc1)O[C@@H]2C	2	/	-11	-3	/	-6	-3	4	8	/
30	COc1ccc(-c2nc(CS(=O)CC(=O)NCCc3ccc(OC)c(OC)c3)c(C)o2)cc1 (centres undefined)	-5	5	8	-1	1.4	-2	-2	2	-3	-2
31	N/C(=N\OC(=O)c1cccc(C(F)(F)F)c1)c1cnccn1	10	3	5	0	-2.7	-2	9	-1	4	-6
32	Cc1ccc(S(=O)(=O)N2CCN(C(=O)c3ccc(COc4ccccc4)o3)CC2)cc1	-7	7	3	2	-2.3	-2	0	-5	7	1
33	O=C(N=Nc1c(O)[nH]c2ccccc12)c1cccc(S(=O)(=O)N2CCCCC2)c1	-9	13	-6	0	-4.1	5	-2	-4	-7	8
34	Cc1ccc(/C=N/NC(=O)C2(O)c3ccccc3-c3ccccc32)o1	-8	7	2	-1	-2.6	1	-5	2	6	-4
35	CC(=O)NCCc1nc2ccccc2n1CCOc1ccc(C)cc1	10	-1	2	0	-1.7	2	-2	-2	0	6
36	CNC(=O)c1ccsc1NC(=O)c1ccc(S(=O)(=O)N2CCCc3ccccc32)cc1	-1	1	-88	-2	0.9	-83	-2	0	4	-99
37	COc1ccc(S(=O)(=O)Cc2ccc(C(=O)NC3CC3)o2)cc1	6	3	-1	0	-2.3	-2	4	-6	1	-4
38	CCOc1ccc(/C=N/OCC(=O)NCc2cccs2)cc1	-5	1	-7	1	-2.5	-5	-2	4	-1	-7
39	CC(=O)NC(CC(=O)Nc1cccc(S(=O)(=O)N2CCCC2)c1)c1ccccc1 (centres undefined)	-6	-12	-5	-4	-0.9	3	3	1	3	-2
40	Cc1ccc(C(=O)N2CCCC(C(=O)c3ccc(Cl)cc3C)C2)cn1 (centres undefined)	5	5	1	0	-0.3	4	1	0	3	6
41	Cc1nn(C)c(C)c1NC(=O)c1cc2nc(-c3ccco3)cc(C(F)(F)F)n2n1	4	2	4	-2	-1.8	6	-3	1	6	-5
42	c1ccc(Cc2c[nH]c3ccccc23)cc1	-4	2	-5	-6	-0.3	-3	-1	2	6	3
43	CCOC(=O)c1cnc2c(OC)cccc2c1NCc1cccnc1	-12	0	-2	1	-2.0	4	17	-5	-8	1
44	S=C(Nc1cccnc1)Nc1cccc2cnccc12	10	10	-3	3	0.0	6	-2	5	7	7
45	CC1=C(C(=O)Nc2ccccc2Cl)C(c2ccc(N(C)C)cc2)NC(=O)N1 (centres undefined)	-2	4	1	3	-0.8	-1	4	1	0	2
46	Cc1ccc(CN2C(=O)C3CCCN3c3ncccc32)cc1 (centres undefined)	-7	-1	-5	-2	-2.4	5	-2	2	3	-18
47	Cc1ccccc1NC(=O)/C(C#N)=C\c1cn(CC(=O)O)c2ccccc12	-7	11	4	2	0.4	1	2	-3	-7	/
48	COC(=O)c1cn(NC(=O)c2ccc3c(c2)OCO3)c(=O)c2ccccc12	9	3	2	0	-2.0	-4	-2	-4	1	-9
49	NC(=O)C1CCN(C2=C(NS(=O)(=O)c3ccccc3)C(=O)c3ccccc3C2=O)CC1	9	5	7	0	-12	1	-19	-1	0	5
50	COc1ccc(C(=O)Nc2nc(-c3ccc([N+](=O)[O-])cc3)c(-c3ccccc3)s2)cc1	13	-11	4	5	0.8	-12	5	-3	6	5
51	CC(C)(C)NC(=O)CSc1n[nH]c(=O)n1-c1ccccc1	2	7	4	1	-0.8	5	-1	-1	-4	9
52	CCCCOc1ccc(CSc2nnc(C)n2N)cc1[N+](=O)[O-]	11	-9	-6	1	-0.1	2	2	1	1	2
53	C/C(N)=C(/C#N)C(=O)COC(=O)c1ccc(OCC2CCCO2)cc1 (centres undefined)	0	-6	-4	0	-2.9	-6	3	4	11	6
54	Cc1cccc(OCC(=O)Nc2cc(S(=O)(=O)N3CCOCC3)ccc2N2CCCC2)c1C	3	-2	1	6	-1.5	-5	-4	-2	0	-15

Source: PubChem
